H9c2 TAG inh: reduces triacylglycerol accumulation in H9c2 cells | Nile Red lipid (TAG) fluorescence; cells loaded with 200 µM oleic acid | inhibition, % at 12.5 µM | actives 0.66% (n = 230,000);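 active = pattern-corrected inhibition of lipid staining of at least 50% with the nuclear-stain viability signal not falling by more than 50%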;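 note: 0% = DMSO wells and 100% = triacsin C control wells; some results filed as inactive read as strong as hits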
H9c2 TAG inh DAPI viability: further read-out of H9c2 TAG inh, marked with its call; DAPI nuclei signal change (viability), lower = more cytotoxic, %;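 whole-well DAPI fluorescence read on a plate reader as a viability signal; minus 50 percent equals half of cells still viable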
An asterisk follows results filed as active. A portion of the library; the hit share may differ from the screen's.

SMILES	H9c2 TAG inh	H9c2 TAG inh DAPI viability
O=C(c1cnc2n(c1=O)CCS2)N1CCN(c2ccc([N+](=O)[O-])cc2)CC1	15	-6
COc1ccc(-c2cc(NC=O)c3ncc(-c4ccc(OC)c(OC)c4)n3c2)c(OC)c1	29	-25
CCOc1cc(/C=C/C(=O)OCC(=O)NCC2CCCO2)cc(Cl)c1OC (stereo not given)	-5	3
O=c1c2[nH]c3ccc(F)cc3c2ncn1CCN1CCOCC1	11	0
O=C(NCCc1c[nH]c2ccccc12)C(=O)Nc1cc2c3c(c1)CC(=O)N3CCC2	10	-7
COc1ccc(C2(C)NC(=O)N(CC(=O)NCC(=O)Nc3ccc(F)c(F)c3F)C2=O)cc1OC (stereo not given)	1	-8
C=CCn1c(SC2CCOC2=O)nc2sc(C)c(C)c2c1=O (stereo not given)	-14	17
Nc1nc2n(n1)C(c1cccc(Cl)c1)CC(c1ccc(F)cc1)N2 (stereo not given)	-3	-5
COc1ccc(-c2cc(C(=O)O)c3ccccc3n2)c(OC)c1	-1	-1
COc1cccc(C2CC(c3ccc(Cl)cc3Cl)Nc3nc(N)nn32)c1 (stereo not given)	1	-3
CCc1nc2ccc(C(=O)N(C)Cc3ccco3)cn2c1N(C)Cc1ccc(OC)cc1	5	-2
CCOC(=O)C1CCCN(Cc2nc(N)nc(Nc3ccccc3)n2)C1 (stereo not given)	-2	-7
Cc1c(N(C(=O)CNC(=O)c2ccccc2)C2(C(=O)NC3CCCCC3)CCCCC2)c(=O)n(-c2ccccc2)n1C	5	-11
COC(=O)C1=C(C)N(C)C(C)=C(C(=O)OC)C1c1cccc(Br)c1	1	-6
CC(C)NC(=O)Nc1ccc2c(c1)C(=O)N([C@H](C)CO)C[C@H](C)[C@@H](CN(C)C(=O)NC(C)C)O2	5	-2
COC(=O)c1cc2ccccc2c(-c2c(OC)c(C(=O)OC)cc3ccccc23)c1OC	49	-19
CCOC(=O)[C@@H]1[C@H]2COc3ccccc3[C@@H]2N2C(=O)N(c3ccccc3)C(=O)[C@]12C	12	6
COc1ccc(/C=C2\SC(=S)N(CC(=O)NCCO)C2=O)cc1	9	-12
Cc1sc(NC(=O)c2ccc(=O)n(C)n2)nc1-c1ccccc1	3	10
Cn1c(=O)c2c(ncn2CCC(=O)N/N=C/c2cccnc2)n(C)c1=O	1	-9
CCOc1ccc(NC(=O)Nc2ccc(Cc3ccncc3)cc2)cc1	-2	3
CCOC(=O)c1cc2c(ccn2C)n1CC(=O)N1C(C)CCCC1C (stereo not given)	12	-3
Cc1cc2c(nn1)CCC/C2=N\O	-9	10
CN(CCCOc1ccccc1Br)Cc1ccccc1	10	15
O=[N+]([O-])c1ccc(OCCO)nc1	3	-8

Record cards, as listed above. Values in the order: H9c2 TAG inh | H9c2 TAG inh DAPI viability
COC(=O)c1cc2ccccc2c(-c2c(OC)c(C(=O)OC)cc3ccccc23)c1OC in the list: 49 | -19
CCOC(=O)C1CCCN(Cc2nc(N)nc(Nc3ccccc3)n2)C1 (stereo not given) in the list: -2 | -7
CCOc1cc(/C=C/C(=O)OCC(=O)NCC2CCCO2)cc(Cl)c1OC (stereo not given) in the list: -5 | 3
Cc1c(N(C(=O)CNC(=O)c2ccccc2)C2(C(=O)NC3CCCCC3)CCCCC2)c(=O)n(-c2ccccc2)n1C in the list: 5 | -11
COC(=O)C1=C(C)N(C)C(C)=C(C(=O)OC)C1c1cccc(Br)c1 in the list: 1 | -6

(continued)
SMILES	H9c2 TAG inh	H9c2 TAG inh DAPI viability
O=S(=O)(c1ccc(Oc2ccc(Cl)cc2)nc1)N1CCOCC1	-3	0
CN(C)C(=S)NC(=O)C12CC3(C)CC(C)(CC(C)(C3)C1)C2	-5	4
Cc1ccnc(NC(=O)COc2ccc(Cl)cc2)n1	3	-4
CCOC(=O)C1(Cc2cccc(F)c2)CCN(Cc2cnc(C)s2)CC1	-10	-11
O=C(Nc1ccc(Cl)cc1C(F)(F)F)c1ccc(Cl)cc1	-19	-3
CCCCn1cnc2c1c(=O)n(CC(=O)c1cc(C)n(C)c1C)c(=O)n2CC(C)C	31	-3
[O-]C(=C(C(=S)Nc1cccc2ccccc12)[n+]1ccccc1)c1ccc2c(c1)OCCO2	-6	7
Cc1cc(C)nc(NC(=O)CCC2CCCC2)c1	2	-21
Cc1ccc(C2Nc3ccccc3C(=O)N2CCN2CCNC2=O)cc1 (stereo not given)	-13	25
COCCCNC(=O)CCSc1ccc(Cl)cc1	6	-7
CN1CCN(S(=O)(=O)c2ccc(N3CCN(c4ccccc4O)CC3)c([N+](=O)[O-])c2)CC1	14	-4
CCC1(O)c2ccccc2-c2ncccc21 (stereo not given)	-24	16
Cc1ccc(CSCC(=O)N(C)CC(=O)Nc2cccc(F)c2)cc1	-27	-12
CCOC(=O)C1=C(N)OC2=C(C(=O)CC(C)(C)C2)C1c1ccc(C)s1 (stereo not given)	4	0
OCCOCCOCCn1c2ccccc2c2ccccc21	-8	0
COc1ccc(COc2ccc(C3C(S(=O)(=O)c4ccccc4)CON3C)cc2OC)cc1 (stereo not given)	4	-6
COC(=O)c1[nH]c2ccc(C)cc2c1NC(=O)CN1CCN(Cc2ccccc2)CC1	9	18
O=C(NCc1ccccn1)C(C(=O)c1cccc([N+](=O)[O-])c1)n1cc(Cl)ccc1=O (stereo not given)	-14	-5
CCOC(=O)c1[nH]nc(N)c1NC(=O)c1ccc(Cl)cc1Cl	7	-11
COc1ccc(-n2c(=S)[nH]c3cc(C(=O)NCCCN4CCCC4=O)ccc3c2=O)cc1OC	-5	3
COc1ccccc1C(=O)NNC(=O)c1sccc1-n1cccc1	0	-3
Cc1ccccc1-c1nnc(-c2ccccc2)o1	-2	2
Cn1nnnc1Sc1ncnc2scc(-c3ccc(Cl)cc3)c12	49	-11
CCc1cccc(C)c1NC(=O)CSc1n[nH]c(N)n1	7	-6
COCCn1c(SCC(=O)Nc2ccc3[nH]c(=O)[nH]c3c2)nc2ccccc2c1=O	4	1

Some of the entries so far, with each value named:
Cc1ccc(C2Nc3ccccc3C(=O)N2CCN2CCNC2=O)cc1 (stereo not given)
  H9c2 TAG inh = -13; H9c2 TAG inh DAPI viability = 25
COCCCNC(=O)CCSc1ccc(Cl)cc1
  H9c2 TAG inh = 6; H9c2 TAG inh DAPI viability = -7
CN1CCN(S(=O)(=O)c2ccc(N3CCN(c4ccccc4O)CC3)c([N+](=O)[O-])c2)CC1
  H9c2 TAG inh = 14; H9c2 TAG inh DAPI viability = -4

The list continues:
SMILES	H9c2 TAG inh	H9c2 TAG inh DAPI viability
COc1ccc(OCc2cc(C(=O)N3CCCC(O)C3)no2)c2ccccc12 (stereo not given)	-8	-2
COc1ccc(-c2nc(/C=C3\C(C)=Nc4ccccc43)c(O)o2)cc1	0	3
COc1ccc(C2CC(c3cccs3)Nc3nnnn32)cc1 (stereo not given)	-12	-11
Cc1cccnc1C(NC(=O)C1CCN(Cc2ccc(Cl)cc2)CC1)c1ccc(F)cc1 (stereo not given)	-34	12
COc1ccc(C)cc1NC(=O)CSc1ccc(-c2ccco2)nn1	7	-6
COc1ccc(C2C(C#N)=C(N)Oc3cc(C)n(Cc4ccncc4)c(=O)c32)cc1 (stereo not given)	13	-7
C=CC[N+](C)(C)CCN1C(=O)C2C(c3ccccc3)C=CC(c3ccccc3)C2C1=O (stereo not given)	-3	2
Nc1ccc(C(=O)NCC(=O)O)cc1	7	8
Cc1[nH]c2ccc(C(=O)OCCN(C)C)cc2c1C	-12	-2
CC(=O)Nc1ccc(Nc2cc(C(C)C)nc3c(-c4ccccc4)c(C)nn23)cc1	7	9
C=CCN(c1ccccc1)S(=O)(=O)c1cccc(C(=O)Nc2ncccc2C)c1	14	1
CC(=O)n1nc(-c2ccc(C)cc2)nc1NCc1ccco1	4	-6
CCOc1ccc(C(=O)NCc2ccc3c(c2)OCO3)cc1OCC	-18	2
O=C(NC1CCC(O)CC1)c1ccc2c(c1)S(=O)(=O)N=C1CCCCCN12 (stereo not given)	9	-6
O=C(O)c1ccc(N2C(=O)/C(=C/C=C/c3ccccc3)SC2=S)cc1	-1	2
Nc1nc(SC23CC4CC(CC(C4)C2)C3)ns1	2	0
CC(C)S(=O)(=O)N1CCCC(c2cc(C(=O)Nc3ccc(F)c(Cl)c3)no2)C1 (stereo not given)	8	-5
COc1ccc(NC(=O)c2nc[nH]c2C(=O)N2CCN(c3ccccc3)CC2)cc1	1	9
Cc1nc2n(COCCO)cnn2c(=O)c1Br	2	-11
CCc1ccc(N2CC(C(=O)OCC(=O)Nc3ccc(C(C)=O)cc3)CC2=O)cc1 (stereo not given)	2	2
NNC(=O)c1ccc(COc2ccc3c(c2)CCC3)cc1	9	-1
Cc1noc(C)c1COc1cccc(C(=O)Nc2ccc(Br)cc2F)c1	13	-12
OCCC1CN(Cc2nc(-c3ccccc3)cs2)CCN1C1CCCC1 (stereo not given)	-13	23
Cn1c(=O)c2c(nc(CN3CCOCC3)n2CC(O)CO)n(C)c1=O (stereo not given)	-6	14
CCCCSCc1nc2ccccn2c1Br	6	6

Next entries follow.
SMILES	H9c2 TAG inh	H9c2 TAG inh DAPI viability
CC(C)NC(=O)NC(=O)COC(=O)c1cccc(OC(F)F)c1	-6	3
COc1ccc(OC)c(-n2c(C)ccc2-c2ccc(S(C)(=O)=O)cc2)c1	-8	3
CCOC(=O)C1=C(C)N=C2SCCC(=O)N2[C@@H]1c1cccs1	5	-6
CC(C)NC(=S)N1CCC(Cc2ccccc2)CC1	-16	-2
CCOC(=O)c1cnc2c(C)c(-c3ccccc3)[nH]n2c1=O	3	1
O=C(Nc1ccnn1C1CCN(CCCc2ccccc2)CC1)c1cccc(F)c1	6	6
CC(=O)OCCc1[nH]c2ccccc2c1C	-9	0
c1ccc(-c2cc3c(N4CCOCC4)ncnc3s2)cc1	20	0
CCCCN(C(=O)COC(=O)CSc1ccc([N+](=O)[O-])cc1)c1c(N)n(CCC)c(=O)[nH]c1=O	-4	4
Cc1cc(C)cc(NC(=O)COC(=O)CCCC2=NS(=O)(=O)c3ccccc3N2)c1	-14	-2
CCOC(=O)C1(C)CCN1C(=O)c1ccc(OC)c(F)c1 (stereo not given)	6	10
O=C(CCCOC(=O)c1ccc(O)cc1O)c1ccccc1	-12	0
Cc1ccc(S(=O)(=O)N(C)C)cc1NC(=O)C1CCC1	-9	2
CCc1cccc(C)c1NC(=S)N(CCN(C)C)C(C)c1cccnc1 (stereo not given)	-14	14
Cc1nnc(SCCn2c(N3CCN(C)CC3)nc3c2c(=O)[nH]c(=O)n3C)s1	-2	-1
CCOc1ccc(NC(=O)N(CCCN2CCOCC2)Cc2cccnc2)cc1	2	6
O=C(O)C1=C[C@@H](c2csc3ccccc23)C[C@@H](OCCCCO)O1	4	7
Cc1oncc1-c1cn2ccccc2n1	-10	0
CC(=O)NCCc1cc2ccc(C)c(C)c2[nH]c1=O	-12	20
CCCCc1nnc(NC(=O)CCS(=O)(=O)Cc2ccccc2)s1	9	7
Nc1nc2ccccc2n1/N=C/c1ccc(-c2ccccc2)o1	48	-31
CCCC(C)C(=O)NCc1ccccc1OC (stereo not given)	-27	12
COc1cc2cc(CCO)oc(=O)c2cc1OC	12	-8
CCOC(=O)CSc1nc(C)cc(Oc2ccc(=O)n(C)n2)n1	-4	11
COCCOc1ccc(C(F)(F)F)cc1NC(=O)COC(=O)Cc1c[nH]c2ccccc12	15	5

Additional records follow.
SMILES	H9c2 TAG inh	H9c2 TAG inh DAPI viability
COc1ccc(/C=C/C(=O)OCC(=O)NC2CCCC(C)C2C)cc1 (stereo not given)	3	3
C/C(=N\NC(=O)c1nnn(-c2nonc2N)c1CSc1ccc(C)cc1)c1cccnc1	2	0
Cc1ccc(NC2CCCN(C(=O)c3nonc3C)C2)cc1C (stereo not given)	0	1
CC1CCc2c(sc(NC(=O)CCc3nc4ccccc4c(=O)[nH]3)c2C#N)C1 (stereo not given)	-4	4
O=C(CN1C(=O)NC(Cc2ccccc2)C1=O)Nc1ccc(F)cc1 (stereo not given)	-9	-13
Cn1nnnc1Sc1ncnc2scc(-c3ccc(F)cc3)c12	13	-7
CC(C)(O)C#Cc1ccc(C(=O)NCCc2ccc(S(N)(=O)=O)cc2)cc1	-18	1
Cc1ccc(C)c(CSC2=NCCN2S(=O)(=O)c2ccccc2)c1	-2	-2
CCc1nc2ccc(C(=O)NCCCn3ccnc3)cn2c1N(C)CCCc1ccccc1	-14	22
O=C(CN1CCN(C2CCCCC2)CC1)c1c[nH]c2ccccc12	7	-14
COc1ccc(C2C(C(=O)NCc3ccccn3)c3cc(OC)c(OC)cc3C(=O)N2C)cc1 (stereo not given)	2	-10
CCOC(=O)C(=O)N(CC)C1CCS(=O)(=O)C1 (stereo not given)	-3	-4
CCOc1ccc(NC(=O)CN(C)C(=O)c2cc(C)on2)cc1OCC	-1	-11
CCc1nnc(NS(=O)(=O)c2ccc(Nc3ccc([N+](=O)[O-])c4nonc34)cc2)s1	11	-7
CCC(c1nnnn1Cc1ccco1)N1CCN(C(=O)c2ccco2)CC1 (stereo not given)	-19	14
CN(C)c1nc(C=C(C#N)C#N)c(Cl)n1-c1ccc(F)cc1	18	-17
Cc1ccc(NC(=O)COc2coc(CN3CCN(c4ccccc4)CC3)cc2=O)cc1	-4	-5
CC(C)(C)N1CC(C(=O)Nc2ccc(S(=O)(=O)N3CCCCC3)cc2)CC1=O (stereo not given)	15	-6
CCOc1cc(NC(=O)c2ccccn2)c(OCC)cc1NC(=O)c1ccc(Cl)cc1	4	2
Cc1ccc(C)c(C(C)NC(=O)Cc2cccs2)c1 (stereo not given)	-5	-1
F[B-](F)(F)c1cc2cc(Br)ccc2s1	0	4
OC[C@H]1O[C@@H](n2cnc3c(NC4CCCC4)nc(Cl)nc32)[C@H](O)[C@@H]1O	6	-5
COc1ccc2c(c1)Cc1cc(NC(=O)c3ccccc3-c3ccccc3C(=O)O)ccc1-2	9	2
CC1=CC(C)(C)N(C(=O)CNC2CCCCC2)c2cc(C)ccc21	1	18
Cc1ccc(-n2c(-c3ccco3)n[nH]c2=S)cc1	1	0
